Screening data deposited in PubChem by National Center for Advancing Translational Sciences (NCATS).
Tau fibril ThT = qHTS for Inhibitors of Tau Fibril Formation, Thioflavin T Binding; recombinant tau K18 P301L, heparin-induced fibrillization, ThT fluorescence; Potency, µM (top dose mostly 57.4 µM), inactives show top-dose activity, negative = inhibition, usual class: inhibitors; 270,000 tested, 2.1% active; also: nearly all actives have a fitted effect of over 55% in size
Target sequence (P10636 561-689 P618L limits assumed): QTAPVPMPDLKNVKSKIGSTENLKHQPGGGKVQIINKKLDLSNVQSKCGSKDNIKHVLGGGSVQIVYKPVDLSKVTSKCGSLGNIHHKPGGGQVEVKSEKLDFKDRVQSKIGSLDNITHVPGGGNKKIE
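In this qHTS, human K18 P301L tau is incubated with compound and heparin for 6 hr at 37 C, and Thioflavin T fluorescence then reports fibril load.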
ALDH1A1 block = qHTS Assay for Inhibitors of Aldehyde Dehydrogenase 1 (ALDH1A1). 220,000 tested, 7.3% active. Aldehyde dehydrogenase 1A1 (Homo sapiens), P00352. Purified ALDH1A1, NADH fluorescence, propionaldehyde substrate. Potency, µM (series often up to 75.3 µM), without a hit: top-dose activity, negative = inhibition, most hits filed as inhibitors. AID 1030, 2008; active = well fitted inhibition curve with a large enough effect, not every such curve was filed as active; inconclusive = small, poorly fitted or top-dose-only effect, or another doubt; inactive = no such curve, though single readings can be large or run the other way;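 also: plate controls were no enzyme wells and a reference inhibitor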
L3MBTL1 inh = qHTS Assay for the Inhibitors of L3MBTL1; Potency, µM (doses to about 57.1 µM), for inactives: at the highest dose activity, negative = inhibition, most hits filed as inhibitors; Lethal(3)malignant brain tumor-like protein 1 (Homo sapiens), Q9Y468; AlphaScreen L3MBTL1–H3K9me1 peptide binding; 230,000 tested, 0.66% active; also: nearly all actives have a fitted effect of over 60% in size
Target sequence (Q9Y468 whole entry, looked up): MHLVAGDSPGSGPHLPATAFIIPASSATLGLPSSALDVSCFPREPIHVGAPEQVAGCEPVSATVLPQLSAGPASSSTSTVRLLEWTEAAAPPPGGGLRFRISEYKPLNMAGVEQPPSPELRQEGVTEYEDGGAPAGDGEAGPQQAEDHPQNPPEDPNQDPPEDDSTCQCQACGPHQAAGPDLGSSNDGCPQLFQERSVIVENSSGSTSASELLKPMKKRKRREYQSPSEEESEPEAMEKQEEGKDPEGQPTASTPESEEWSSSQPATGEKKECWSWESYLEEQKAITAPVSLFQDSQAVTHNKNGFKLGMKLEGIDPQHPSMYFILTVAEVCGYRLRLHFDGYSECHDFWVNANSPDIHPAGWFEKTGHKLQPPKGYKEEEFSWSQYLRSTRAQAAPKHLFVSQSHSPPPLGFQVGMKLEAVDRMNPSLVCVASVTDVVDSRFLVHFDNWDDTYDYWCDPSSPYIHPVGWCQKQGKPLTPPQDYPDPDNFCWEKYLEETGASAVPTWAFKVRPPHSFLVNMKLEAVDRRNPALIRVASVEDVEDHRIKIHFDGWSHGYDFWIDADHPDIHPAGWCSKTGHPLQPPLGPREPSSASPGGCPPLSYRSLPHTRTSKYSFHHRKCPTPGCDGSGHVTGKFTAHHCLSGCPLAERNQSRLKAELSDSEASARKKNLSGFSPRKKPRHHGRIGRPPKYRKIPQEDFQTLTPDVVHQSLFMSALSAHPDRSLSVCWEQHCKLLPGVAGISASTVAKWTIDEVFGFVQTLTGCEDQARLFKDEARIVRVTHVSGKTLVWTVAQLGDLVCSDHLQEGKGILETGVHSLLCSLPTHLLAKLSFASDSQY
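Read-out is AlphaScreen signal from streptavidin donor and nickel chelate acceptor beads (10 ug/mL final each) bridging L3MBTL1 (50 nM) and biotinylated K9-monomethylated H3(1-15) peptide (75 nM), after 30 min compound exposure at room temperature.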
TexasRed fluor = Total Fluorescence Counterscreen for Inhibitors of the Interaction of Thyroid Hormone Receptor and Steroid Receptor Coregulator 2 | 280,000 tested, 0.29% active | Potency, µM (series often up to 106 µM), without a hit: top-dose fluorescence change, negative = quenching | TRb/SRC2 Texas Red total fluorescence interference | AID 1479, 2009; active = well fitted curve in either direction with a large enough effect; inconclusive = small, poorly fitted or top-dose-only effect
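Flags fluorescent or light-absorbing compounds by total fluorescence, S + 2P, at 555 nm excitation and 632 nm emission. Mixture: 20 nM Texas Red SRC2 peptide, 0.6 uM human TRb LBD, 1 uM T3, 5% DMSO; compound exposure 5 h at ambient temperature.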
TRb-SRC2 inh = qHTS for Inhibitors of the Interaction of Thyroid Hormone Receptor and Steroid Receptor Coregulator 2. Potency, µM (highest dose often 106 µM), for inactives: at the highest dose activity change, negative = inhibition, most hits filed as inhibitors. TRbeta-SRC2 peptide binding, fluorescence polarization; receptor liganded with 1 µM T3. AID 1469, 2008. 280,000 tested, 0.065% active;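 also: plate controls were bound peptide for no effect and peptide without receptor for full effect; nearly all actives have a fitted effect of over 50% in size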
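Quantitative HTS by FP: 0.6 uM TRb LBD, 20 nM labeled SRC2 20-mer, 1 uM T3, 5% DMSO; 5 hr ambient incubation; % activity per concentration and potencies from concentration series.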
Tau fluor counter = Counterscreen qHTS for Inhibitors of Tau Fibril Formation, Fluorescence Polarization. tau K18 P301L Alexa594 fluorescence, heparin fibrillization. Potency, µM (series often up to 57.7 µM), inactives show at the top dose activity change, negative = decrease. 280,000 tested, 0.93% active; also: nearly all actives have a fitted effect of over 55% in size
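Human tau K18 P301L (15 uM unlabeled, 0.24 uM Alexa 594-labeled) in 100 mM sodium acetate pH 7 with 20 uM heparin, 6 hr at 37 C. ThT 30 uM added, 1 hr ambient; Alexa 594 FP and total fluorescence read at 555/632 nm.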
aGal spleen mod = qHTS Assay for Inhibitors and Activators of Human alpha-Galactosidase From Spleen Homogenate; Alpha-galactosidase A (Homo sapiens), P06280; human spleen homogenate, 4MU-alpha-Gal fluorescence, 40 min; Potency, µM (highest dose often 80 µM), for inactives: top-dose activity change, negative = inhibition, usual class: inhibitors; 240,000 tested, 0.008% active;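 also: 0% = enzyme with vehicle and -100% = no enzyme basal signal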
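qHTS titration in buffer at pH 5.0. Alpha-galactosidase activity in spleen homogenate was measured via 4-methylumbelliferone release from 1 mM fluorogenic substrate after 40 min at 37C and a pH 10 stop. AC50 came from Hill fits of control-normalized data.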
Tau FP inhib = qHTS for Inhibitors of Tau Fibril Formation, Fluorescence Polarization | Microtubule-associated protein tau (Homo sapiens), P10636 | K18 P301L tau heparin fibrillization, Alexa594 FP, 6 h | Potency, µM (highest dose often 57.7 µM), for the others: at the highest dose activity, negative = inhibition, usual class: inhibitors | 280,000 tested, 0.39% active | AID 1468, 2008; also: nearly all actives have a fitted effect of over 55% in size
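Human tau K18 […] P301L fragment, 15 uM unlabeled plus 0.24 uM Alexa 594-labeled tau (final), with compound and 20 uM heparin in 100 mM sodium acetate pH 7; 6 hr at 37 C, then Alexa 594 FP read.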
The depositor's hits bear a star; [ ] = another dose, or the depositor's remark. Unless noted, calls follow the shape of the dose curve; as a rule, active = well fitted curve in the direction sought with a large enough effect; inconclusive = small, poorly fitted or top-dose-only effect, or another doubt; inactive = no such curve, though single readings can be large; an effect the other way counts as inactive or inconclusive. Unless noted, % is scaled to controls: 0 for no effect and ±100 for the full control effect; potency is read from the fitted curve at half-maximal effect.

COc1ccccc1NC(=O)C1=C(C)Nc2nc(-c3ccccc3)nn2C1c1ccccn1 (centres undefined) was read as Tau fibril ThT -8%, ALDH1A1 block 3%, TexasRed fluor 0%, TRb-SRC2 inh -5%, Tau fluor counter -14%, aGal spleen mod -8% and Tau FP inhib 7%.
Screening Cc1cc(C(F)(F)F)n(-c2nc(C(=O)N/N=C/c3ccc(F)cc3)cs2)n1 returned Tau fibril ThT inconclusive, ALDH1A1 block inconclusive, L3MBTL1 inh -2%, TexasRed fluor 2%, TRb-SRC2 inh 5%, Tau fluor counter -11%, aGal spleen mod 5% and Tau FP inhib 1%.
`CCC(=O)Nc1cccc(C(=O)OCc2cc(=O)n3nc(CC)sc3n2)c1` gave Tau fibril ThT inconclusive, TexasRed fluor 0%, TRb-SRC2 inh 5%, Tau fluor counter 2% and Tau FP inhib 8%.
`Cc1ccc(S(=O)(=O)NC(=O)NCc2ccc3c(c2)OCO3)cc1` gave Tau fibril ThT 3%, ALDH1A1 block 0%, L3MBTL1 inh -1%, TexasRed fluor -2%, TRb-SRC2 inh -21%, Tau fluor counter 3%, aGal spleen mod -12% and Tau FP inhib 6%.
`Cc1cc2oc(C(=O)NCc3ccc4c(c3)OCO4)c(C)c2cc1C` gave Tau fibril ThT -12%, ALDH1A1 block 7%, L3MBTL1 inh -13%[11.4 µM], TexasRed fluor -5%, TRb-SRC2 inh -7%, Tau fluor counter -7%, aGal spleen mod 5% and Tau FP inhib -14%.
For CCn1c(SCC(=O)N/N=C/C=C\c2ccco2)nc2ccccc21 the results were Tau fibril ThT inconclusive, ALDH1A1 block 10µM*, L3MBTL1 inh 32µM*, TexasRed fluor 8%, TRb-SRC2 inh -1%, Tau fluor counter -9%, aGal spleen mod 0% and Tau FP inhib -11%.
COc1ccccc1NS(=O)(=O)c1cccc(C(=O)NN=C2CCCC2)c1 was read as Tau fibril ThT -5%, ALDH1A1 block 13µM*, L3MBTL1 inh -2%, TexasRed fluor -7%, TRb-SRC2 inh 2%, Tau fluor counter -11%, aGal spleen mod 1% and Tau FP inhib -1%.
For COc1ccc(CCNC(=O)C2CC(c3ccc(C(F)(F)F)cc3)=NO2)cc1 (centres undefined) the results were Tau fibril ThT -4%, TexasRed fluor 1%, TRb-SRC2 inh 3%, Tau fluor counter -13%, aGal spleen mod -15% and Tau FP inhib 9%.
Screening Cc1ccc(CNC(=O)CCCn2c(=O)c3ccccc3n(CC(=O)Nc3ccc(C)cc3)c2=O)cc1 returned Tau fibril ThT 3%, TexasRed fluor 0%, TRb-SRC2 inh -9%, Tau fluor counter -18% and Tau FP inhib -14%.
For COc1ccc(NC(=O)C/C(C)=N/NC(=O)c2cnccn2)cc1 the results were Tau fibril ThT -2%, ALDH1A1 block -4%, L3MBTL1 inh 0%, TexasRed fluor 1%, TRb-SRC2 inh 3%, Tau fluor counter 1%, aGal spleen mod 7% and Tau FP inhib -1%.
`Cc1ccc(N2CCN(S(=O)(=O)c3ccc(-n4cnnn4)cc3)CC2)c(C)c1` gave Tau fibril ThT 9%, TexasRed fluor -1%, TRb-SRC2 inh 0%, Tau fluor counter -3% and Tau FP inhib -9%.
`CN=C(Cc1ccccc1)C1=C(O)CC(C)(C)CC1=O` gave Tau fibril ThT 1%, ALDH1A1 block inconclusive, L3MBTL1 inh 8%, TexasRed fluor -3%, TRb-SRC2 inh 2%, Tau fluor counter 7%, aGal spleen mod 2% and Tau FP inhib 3%.
Screening Cc1ccc(Nc2ncnc3nc[nH]c23)cc1Cl returned Tau fibril ThT -7%, ALDH1A1 block -10%, TexasRed fluor -8%, TRb-SRC2 inh -9%, Tau fluor counter -8%, aGal spleen mod 9% and Tau FP inhib 5%.
`N/C(CC(=O)Nc1ccc(F)cc1F)=N\OC(=O)c1cccs1` gave Tau fibril ThT 2%, L3MBTL1 inh 5%, TexasRed fluor -7%, TRb-SRC2 inh -4%, Tau fluor counter 5%, aGal spleen mod -3% and Tau FP inhib -1%.
For Cc1nnc(NC(=O)C2CCCCC2)s1 the results were Tau fibril ThT -3%, ALDH1A1 block 1%, TexasRed fluor 2%, TRb-SRC2 inh 2%, Tau fluor counter 0%, aGal spleen mod 6% and Tau FP inhib 12%.
Screening CS(=O)(=O)N(CC(=O)NCC1CCCO1)c1ccc(F)c(Cl)c1 (centres undefined) returned Tau fibril ThT -3%, ALDH1A1 block 10%, L3MBTL1 inh 3%, TexasRed fluor 2%, TRb-SRC2 inh 4%, Tau fluor counter -3%, aGal spleen mod -6% and Tau FP inhib -2%.
Screening Cc1nn(-c2ccccc2)c(C)c1C(=O)Oc1ccccc1 returned Tau fibril ThT inconclusive, ALDH1A1 block -5%, L3MBTL1 inh 30%, TexasRed fluor 0%, TRb-SRC2 inh 8%, Tau fluor counter -18%, aGal spleen mod -8% and Tau FP inhib 4%.
Screening COC1=C(OC)C(=O)C(C/C=C(\C)CC/C=C(\C)CC/C=C(\C)CC/C=C(\C)CC/C=C(\C)CC/C=C(\C)CC/C=C(\C)CC/C=C(\C)CC/C=C(\C)CCC=C(C)C)=C(C)C1=O returned Tau fibril ThT 9%, ALDH1A1 block 4%, TexasRed fluor 1%, TRb-SRC2 inh -5%, Tau fluor counter 5%, aGal spleen mod -3% and Tau FP inhib 8%.
`COC(=O)C/C=C\[C@@H](C)[C@@H](/C=N\O[C@@H](C)CN1CCCCc2nc(C)c(C)cc21)OC` gave Tau fibril ThT -3%[11.5 µM], ALDH1A1 block 5%[13.5 µM], TexasRed fluor -8%[11.2 µM], TRb-SRC2 inh 4%[11.2 µM], Tau fluor counter -2%[11.6 µM], aGal spleen mod 3%[17.5 µM] and Tau FP inhib 1%[11.6 µM].
For Fc1ccc(-c2csc3ncnc(N4CCc5ccccc5C4)c23)cc1 the results were Tau fibril ThT -7%, ALDH1A1 block -1%, L3MBTL1 inh 6%, TexasRed fluor -1%, TRb-SRC2 inh -1%, Tau fluor counter 5%, aGal spleen mod -2% and Tau FP inhib -6%.
NC(=O)C1CCN(CCS(=O)(=O)c2ccc(Cl)cc2)CC1 was read as Tau fibril ThT -5%, ALDH1A1 block inconclusive, L3MBTL1 inh 11%, TexasRed fluor -2%, TRb-SRC2 inh 2%, Tau fluor counter -5%, aGal spleen mod 5% and Tau FP inhib -6%.
Screening Clc1ccc(SCCOCCN2CCc3ccccc3C2)cc1 returned Tau fibril ThT inconclusive, ALDH1A1 block inconclusive, L3MBTL1 inh 43%[activator], TexasRed fluor -3%, TRb-SRC2 inh -9%, Tau fluor counter -13%, aGal spleen mod -3% and Tau FP inhib 10%.
Screening CC1CCCCC1NC(=O)CCS(=O)(=O)c1cccc2nonc12 (centres undefined) returned Tau fibril ThT -1%, ALDH1A1 block 10µM*, TexasRed fluor 0%, TRb-SRC2 inh -4%, Tau fluor counter -7%, aGal spleen mod 25% and Tau FP inhib -4%.
`O=C(c1cccc(C(F)(F)F)c1)N1CCC(O)(CS(=O)(=O)Cc2ccc(Cl)cc2)CC1` gave Tau fibril ThT -7%, ALDH1A1 block 9%, L3MBTL1 inh 10%, TexasRed fluor -1%, TRb-SRC2 inh 2%, Tau fluor counter -15%, aGal spleen mod -2% and Tau FP inhib -3%.
For Cc1cccn2c(=O)c(/C=C(\C#N)C(=O)NCc3ccco3)c(N3CCCCCC3)nc12 the results were Tau fibril ThT -17%, L3MBTL1 inh -29%, TexasRed fluor -1%, TRb-SRC2 inh 3%, Tau fluor counter -10%, aGal spleen mod -2% and Tau FP inhib 3%.
`COc1cccc(NC(=O)c2ccc3c(c2)N(CC(=O)N2CCCCC2)C(=O)C(C)(C)O3)c1` gave Tau fibril ThT -1%, ALDH1A1 block -4%, L3MBTL1 inh -1%, TexasRed fluor 1%, TRb-SRC2 inh -6%, Tau fluor counter -4%, aGal spleen mod -7% and Tau FP inhib -1%.
For O=c1cc(NCc2ccc3c(c2)OCO3)[nH]c(=O)n1-c1ccc(Cl)cc1 the results were Tau fibril ThT 2%, ALDH1A1 block -7%, TexasRed fluor -1%, TRb-SRC2 inh -1%, Tau fluor counter 7%, aGal spleen mod 5% and Tau FP inhib 12%.

An excerpt from above in order of number of heavy atoms, smallest number first.
`CN=C(Cc1ccccc1)C1=C(O)CC(C)(C)CC1=O` gave Tau fibril ThT 1%, ALDH1A1 block inconclusive, L3MBTL1 inh 8%, TexasRed fluor -3%, TRb-SRC2 inh 2%, Tau fluor counter 7%, aGal spleen mod 2% and Tau FP inhib 3%.
Screening Clc1ccc(SCCOCCN2CCc3ccccc3C2)cc1 returned Tau fibril ThT inconclusive, ALDH1A1 block inconclusive, L3MBTL1 inh 43%[activator], TexasRed fluor -3%, TRb-SRC2 inh -9%, Tau fluor counter -13%, aGal spleen mod -3% and Tau FP inhib 10%.
For CCn1c(SCC(=O)N/N=C/C=C\c2ccco2)nc2ccccc21 the results were Tau fibril ThT inconclusive, ALDH1A1 block 10µM*, L3MBTL1 inh 32µM*, TexasRed fluor 8%, TRb-SRC2 inh -1%, Tau fluor counter -9%, aGal spleen mod 0% and Tau FP inhib -11%.
Screening COC1=C(OC)C(=O)C(C/C=C(\C)CC/C=C(\C)CC/C=C(\C)CC/C=C(\C)CC/C=C(\C)CC/C=C(\C)CC/C=C(\C)CC/C=C(\C)CC/C=C(\C)CCC=C(C)C)=C(C)C1=O returned Tau fibril ThT 9%, ALDH1A1 block 4%, TexasRed fluor 1%, TRb-SRC2 inh -5%, Tau fluor counter 5%, aGal spleen mod -3% and Tau FP inhib 8%.
